Assay outcomes as filed in PubChem.
KCNQ2 block: KCNQ2 potassium channel inhibitors, primary screen, cell-based, CHO-K1, FluxOR thallium flux, B-score (AID 2156); O88943; 20 min; stronger effect = lower value; 1.1% of 310,000 active; B-score at 10 µM;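 active = fluorescence ratio B-score at most minus 3 library SDs, with starting brightness B-score within 2 library SDs, cut at about -5.5 in these data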
Kir21 block: inhibitors of mouse Kir2.1 inward-rectifier potassium channel | AID 1672 | 0.85% of 310,000 active | HEK293-Kir2.1, FluxOR thallium flux fluorescence; stronger effect = lower value | B-score at 10 µM;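 active = fluorescence ratio B-score at or below minus 3 SD of library scores, with starting-brightness B-score within 2 SD, cut at about -4.2 in these data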;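 also: channel flux triggered by added potassium and thallium sulfate stimulus; B-score of peak minus minimum fluorescence over baseline after thallium stimulus; more negative B-score means stronger Kir2.1 block with less thallium influx; some compounds called inactive have numbers as strong as hits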
Target sequence (P35561 whole entry, looked up): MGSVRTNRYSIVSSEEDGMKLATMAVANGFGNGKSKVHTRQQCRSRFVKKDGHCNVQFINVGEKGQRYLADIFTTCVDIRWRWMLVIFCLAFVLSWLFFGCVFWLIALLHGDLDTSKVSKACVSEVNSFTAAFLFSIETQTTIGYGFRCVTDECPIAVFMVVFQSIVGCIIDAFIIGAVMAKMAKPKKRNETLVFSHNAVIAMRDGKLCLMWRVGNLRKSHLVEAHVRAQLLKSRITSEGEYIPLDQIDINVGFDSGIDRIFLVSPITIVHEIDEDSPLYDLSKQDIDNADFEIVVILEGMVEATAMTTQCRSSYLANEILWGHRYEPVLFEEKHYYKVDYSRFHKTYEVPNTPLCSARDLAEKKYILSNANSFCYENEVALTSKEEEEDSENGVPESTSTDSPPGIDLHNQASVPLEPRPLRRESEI
An asterisk follows results filed as active; i = inactive. Hits appear at their usual frequency; 1.9% or so of the library scored in one or more.

The line under a structure holds: KCNQ2 block | Kir21 block
1: O=C(N/C(=C/c1cccs1)C(=O)N1CCCC1)c1ccccc1
→ i | -0.67
2: CCc1cc(=O)oc2c(C)c(OCC(=O)N3CC[C@@]4(O)CCCC[C@H]4C3)ccc12
→ i | -0.32
3: CN1CCN(CCn2c(=S)[nH]c3ccccc3c2=O)CC1
→ i | 2
4: c1cc(OCCCN2CCCCC2)ccc1CN1CCCCC1
→ i | 0.01
5: N#Cc1c(N)c(C#N)c(-c2ccc(O)cc2)c2c1CCCC2
→ i | 0.43
6: CCCS(=O)(=O)NCCc1cc2c(C)ccc(C)c2[nH]c1=O
→ i | 0.62
7: COc1ccc(CCNC(=O)CSc2ccc3ccccc3c2)cc1OC
→ i | -6.9*
8: O=C(Nc1ccccc1)C1CC(=O)n2ncnc2N1 (stereo unspecified)
→ i | -0.88
9: C/C(NC1CCCC1)=C(/C#N)C(N)=O
→ i | 0.58
10: CN1CCN(c2ncnc3c2[nH]c2ccc(F)cc23)CC1
→ i | 0.59
11: Cc1ccc(-c2ccc(S(=O)(=O)Nc3cccnc3)cc2)cc1
→ i | -0.75
12: CCc1ccc2[nH]c(=O)c(C(c3nnnn3Cc3ccc(OC)cc3)N3CCOCC3)cc2c1 (stereo unspecified)
→ i | 1.7
13: Cc1cccc(Nc2nc(-c3sc(C)nc3C)cs2)c1
→ i | -1.3
14: CCOC(=O)N1CCN(C(=O)Nc2ccc3nccnc3c2)CC1
→ i | -0.06
15: Cn1c(CC(=O)Nc2ccccc2)nnc1SCC(=O)c1ccccc1
→ i | 0.89
16: CC(=O)N(Cc1cc(=O)[nH]c2ccccc12)c1ccccc1C
→ i | 0
17: O=C1NCCN1C(=O)N(c1ccccc1)c1ccccc1
→ i | 1.3
18: CCOc1ccc(S(=O)(=O)NCc2cccs2)cc1
→ i | -0.51
19: CNC(CC(C)C)C(=O)NC1C(=O)NC(CC(N)=O)C(=O)NC2C(=O)NC3C(=O)NC(C(=O)NC(C(=O)O)c4cc(O)cc(O)c4-c4cc3ccc4O)C(O)c3ccc(c(Cl)c3)Oc3cc2cc(c3OC2OC(CO)C(O)C(O)C2OC2CC(C)(N)C(O)C(C)O2)Oc2ccc(cc2Cl)C1O (stereo unspecified)
→ i | 0.32
20: Cc1c(NC(=O)Nc2ccc(C(C)(C)C)cc2)c(=O)n(-c2ccccc2)n1C
→ i | -2
21: O=C(Nc1ccc(C(=O)NCCCN2CCN(c3ccc(F)cc3)CC2)cc1)C1=CSCCO1
→ i | 0.09
22: CCCCCn1c(SC(C)C(C)=O)nc2c1c(=O)[nH]c(=O)n2C (stereo unspecified)
→ i | -0.39
23: O=C(c1ccco1)N1CCN(/C(=N/S(=O)(=O)c2cccs2)c2ccccc2Cl)CC1
→ i | 1.4
24: O=C(COC(=O)c1ccc(N2CCCC2=O)cc1)c1ccc(OC(F)F)cc1
→ i | -1
25: Cc1c(CCOC(=O)c2ccc([N+](=O)[O-])cc2)sc[n+]1CC(=O)c1ccccc1
→ i | -1.4
26: Cc1ccc(C(C)C)cc1OCCn1cncn1
→ i | -0.5
27: CCCN(CCC)C(=O)c1ccccc1C(=O)N(CCC)CCC
→ i | 0.03
28: COc1cc(Cl)c(C)cc1NC(=O)c1ccc2c(SCC(=O)O)c3c(nc2c1)CCCC3
→ i | 1.1
29: Clc1cccc(Cl)c1COc1ccncc1
→ i | 0.59
30: Cc1cc(C)cc(NC(=S)NCCc2c[nH]c3ccccc23)c1
→ i | -3.3
31: CC(=O)c1ccc(OCCCC(=O)Nc2cccc(S(=O)(=O)N(C)C)c2)cc1
→ i | -0.26
32: CCCCN(Cc1ccccc1)C(=O)C1CCN(Cc2sccc2C)CC1
→ i | -0.5
33: COC(=O)[C@H]1[C@@H](C)N(Cc2ccccc2)C(=O)N[C@H]1c1ccccc1
→ i | 1
34: CC(=O)N/C(=C\c1ccc(Br)s1)C(=O)O
→ i | 0.51
35: CN(C)S(=O)(=O)c1ccc(C(=O)N2CCC(c3nc4ccccc4o3)CC2)cc1
→ i | 0.17
36: COc1cc(NC(=O)C(=O)Nc2ccc3nc4n(c(=O)c3c2)CCCCC4)cc(OC)c1OC
→ i | 0.33
37: Cc1cccc(NC(=O)C2CCCN(c3ncnc4c3nc3n4CCCCC3)C2)n1 (stereo unspecified)
→ i | -0.11
38: CC(NS(=O)(=O)c1ccccc1)C1CC2CCC1C2 (stereo unspecified)
→ i | -2.3
39: CCc1c(O)c(-c2ccccc2)c(=O)n(-c2ccccn2)c1-c1ccccc1
→ i | 1.1
40: COc1ccc(NC(=O)NC2(C(=O)N3CCCC(C)C3)CCCCC2)cc1 (stereo unspecified)
→ i | 0.13
41: C=C(C)COc1ccc(-c2n[nH]c(C)c2-c2ccc(Br)cc2)c(O)c1
→ i | 0.46
42: Cc1ccc(O)c(-c2[nH]ncc2C(=O)c2ccc(Br)cc2)c1
→ i | -3.8
43: CC(=O)c1cccc(NC(=O)CN(Cc2ccccc2)S(C)(=O)=O)c1
→ i | -1.4
44: CC(C)[C@H](NC(=O)c1cccc(S(=O)(=O)N2CCCC2)c1)c1nc2ccccc2[nH]1
→ i | 0
45: O=c1c2cnn(-c3ccccc3)c2ncn1Cc1cccnc1
→ i | -0.53
46: Cc1ccc(N(C(=O)c2ccc(CN3CCOCC3)o2)C(C(=O)NCCC(C)C)c2cccs2)c(C)c1 (stereo unspecified)
→ i | -1.3
47: COc1ccccc1NC(=S)NC1CCCCCCCCCCC1
→ i | -1
48: CCOC(=O)C1CCCN(c2c(NCCc3ccc(C)cc3)c(=O)c2=O)C1 (stereo unspecified)
→ i | 0.95
49: COc1cccc(CNC(=O)Cn2c(=O)c3cccn3c3ccccc32)c1
→ i | 0.97
50: O=C(c1cn[nH]c1)c1cc(F)ccc1O
→ i | -2.3
51: Cc1noc(/C=C/c2ccc(-c3ccccc3Cl)o2)c1[N+](=O)[O-]
→ i | 0.76
52: CC(=O)Oc1ccc2nc(CN3C(=O)c4ccc([N+](=O)[O-])cc4C3=O)oc(=O)c2c1
→ i | -0.66
53: Cc1ccc(S(=O)(=O)N(C)c2ccc(OCC(=O)Nc3nc4ccccc4s3)cc2)cc1
→ i | -1.3
54: Cn1c(=O)c2c(c3ccccc31)OC(C)(C)CC2
→ i | -0.41
55: CCN(CC)C(=O)N1CCN(S(=O)(=O)c2ccc(C)c(C)c2)CC1
→ i | 2.6
56: CCC(NC(=O)c1ccccc1NC(=O)c1ccco1)C(=O)O (stereo unspecified)
→ i | -0.48
57: COC(=O)c1[nH]c2ccc(C)cc2c1NS(=O)(=O)c1ccc(F)c(C)c1
→ i | -0.21
58: CC(Oc1ccc(C(=O)NC2CCCCC2)cc1)C(=O)O (stereo unspecified)
→ i | 0.3
59: O=C(Cc1ccsc1)NCC(=O)Nc1ccc(F)c(F)c1
→ i | 0.77
60: Cc1ccc2nc(N3CCN(C)CC3)c(C=O)c(=O)n2c1
→ i | -0.85

New compounds follow:
The line under a structure holds: KCNQ2 block | Kir21 block
61: O=C1CSC(=Nc2cc(Cl)ccc2Cl)N1
→ i | -0.02
62: CC(C)(C)NC(=O)NC(=O)COC(=O)CCCc1c[nH]c2ccccc12
→ i | 1.3
63: Cc1cccc(C)c1NC(=O)CC(NCc1ccco1)C(=O)O (stereo unspecified)
→ i | 0.32
64: O=[N+]([O-])c1cc(C(F)(F)F)ccc1NCCNC(=S)Nc1ccc(Cl)cc1
→ i | 0.77
65: O=C(Nc1ccccn1)C1CCCN(c2ncnc3c2nc2n3CCCCC2)C1 (stereo unspecified)
→ i | -1.6
66: Cn1c(=O)c2[nH]c(NCC3CCCO3)nc2n(-c2ccccc2)c1=O (stereo unspecified)
→ i | 0.06
67: CC(=O)OCC(=O)[C@@]1(O)[C@H](C)C[C@H]2[C@@H]3CCC4=CC(=O)C=C[C@]4(C)[C@@]3(F)[C@@H](O)C[C@@]21C
→ i | 1.6
68: Cc1ccc(-n2c(-c3ccccc3)cc(=O)nc2C)cc1
→ i | -0.03
69: O=C(COC(=O)/C=C/c1cccc(Br)c1)NCc1ccco1
→ i | -0.72
70: O=C(O)CCSc1nnc(COc2ccc([N+](=O)[O-])cc2)n1-c1ccccc1
→ i | 0.32
71: CCN(CC)S(=O)(=O)c1ccc(-n2c(=O)c(C(C)C)c(C)n2C)cc1
→ i | 0.15
72: COc1ccc([N+](=O)[O-])cc1NC(=O)c1ccc(Br)s1
→ i | -0.09
73: COc1ccc(Cl)cc1C(=O)Nn1c(-c2cccs2)nc2ccccc2c1=O
→ i | 0.26
74: COc1ccc(NS(=O)(=O)c2ccc3c(c2)N(C(C)=O)CCO3)c(OC)c1
→ i | -1.1
75: COC(=O)c1c(NC(=O)CSc2nc(-c3ccco3)cc(C(F)(F)F)n2)sc2c1CCCC2
→ i | 0.79
76: CC(C)(C)NC(=O)C1CCN(S(=O)(=O)c2cccc3nsnc23)CC1
→ i | 0
77: COc1ccc2nc(NC(=O)CSC3=NCCS3)sc2c1
→ i | 0.69
78: O=C(Nc1ncc(Cc2cccc([N+](=O)[O-])c2)s1)c1ccco1
→ i | 0.3
79: CCN1CCN(S(=O)(=O)c2ccc(C(=O)Nc3sc4c(c3C(N)=O)CCN(CC)C4)cc2)CC1
→ i | -2.8
80: Cc1ccc(OCC(=O)NCCCNC(=O)c2cnccn2)cc1C
→ i | 0.28
81: Cc1ccc(CS(=O)Cc2ccc(C(=O)N3CCN(c4ccccn4)CC3)o2)cc1 (stereo unspecified)
→ i | -1.7
82: Cc1ccc(NC(=O)CCS(=O)(=O)c2ccc(Br)s2)cc1
→ i | -0.38
83: CCOc1ccc(/C(O)=C2/C(=O)C(=O)N(CCOCCO)C2c2cccnc2)cc1 (stereo unspecified)
→ i | 0
84: Cc1cc(OC(=O)c2ccc3ccccc3c2)c([N+](=O)[O-])c(=O)[nH]1
→ i | -1.3
85: O=C(Nc1nc(-c2ccccc2)cs1)c1cccc([N+](=O)[O-])c1
→ i | 3.5
86: COC(=O)C(=N/Nc1ccccc1C(=O)OC)/C(C)=N/O
→ i | 0.88
87: CC(C)n1c(SCC(=O)NCc2ccco2)nc2c1c(=O)n(C)c(=O)n2C
→ i | 1.3
88: OC(COc1ccc2ccccc2c1Br)Cn1ccnc1 (stereo unspecified)
→ i | -1.7
89: O=C1NC[C@@H](Cc2ccc(O)cc2)N(CCc2cccc(F)c2)C1=O
→ i | 0.93
90: C=CCN(CC=C)C(=S)Nc1cc(Cl)ccc1OC
→ i | -0.34

New compounds follow:
cpd	smiles	KCNQ2 block	Kir21 block
91	CCOc1ccc2nc(Cl)sc2c1	i	1.6
92	CCc1cc(C(=O)c2ccc(OC)cc2)c(NC(=O)CCC(=O)O)s1	i	0.11
93	CCCCCCCC(=O)N/N=C/c1ccc([N+](=O)[O-])o1	i	-0.3
94	CCOC(=O)c1c(CN2CCCCC2)n(C)c2cc(Br)c(OC)cc12	i	-0.37
95	O=c1[nH]n2c(-c3ccccc3)nc(O)c2c2ccccc12	i	-0.11
96	O=C(/C=C/c1ccc2c(c1)OCCCO2)c1ccccc1O	i	-0.09
97	O=C(CCN1C(=O)c2ccccc2C1=O)Nc1cccnc1	i	-1.8
98	CC1=C(C(=O)Nc2cccc(C(=O)NC3CCCC(C)C3C)c2)SCCO1 (stereo unspecified)	i	0.68
99	CNC(=O)C1=C(C)Nc2nc3ccccc3n2C1c1ccc(F)cc1 (stereo unspecified)	i	-1.3
100	O=C(O)c1ccc(N/N=C/c2ccc(OC(=O)c3cccc(Cl)c3)cc2)cc1	i	3.4
101	CC(=O)Oc1ccc2c(C)cc(=O)oc2c1C(=O)c1ccccc1	i	0.28
102	Cc1ccc(OCC(=O)n2nc(C)cc2C)c(Br)c1	i	-0.63
103	CN(Cc1ccon1)C(=O)CCc1nnc(Cc2ccc(-c3ccccc3)cc2)o1	i	2
104	CCOC(=O)Nc1ccc2c(c1)nc(CN1CCOCC1)n2C	i	0.08
105	O=C(Nc1nc2c(s1)CCCC2)c1ccc(N2C(=O)CCC2=O)cc1	i	-3.3
106	COc1cc(/C=C2\Oc3cc(O)ccc3C2=O)ccc1O	i	-5.7
107	COc1ccc(-c2[nH]c(-c3ccc(C(=O)O)cc3)nc2-c2ccccc2)cc1	i	-0.09
108	Cc1ccoc1C(=O)Nc1ccc(CC(=O)O)cc1	i	1.2
109	CCC1CCCCN1CCCNC(=O)C1CCN(S(=O)(=O)N2CCCCC2)CC1 (stereo unspecified)	i	0.14
110	Cc1ccccc1CC(=O)Nc1ccc(C(=O)N2CCCC2)cc1	i	-0.62
111	Cn1c(-c2ccccc2)cc2c3no[n+]([O-])c3ccc21	i	2.6
112	COc1cccc(OCC(=O)Nc2ccccc2-c2ccccc2)c1	i	-0.38
113	COc1ccc(S(=O)(=O)N2CCOCC2)cc1NC(=O)c1cccc(-n2cccc2)c1	i	0.69
114	O=C(NCc1ccco1)c1nc2c(nnn2Cc2cccc(Cl)c2)c(=O)[nH]1	i	0.51
115	O=C(NC(=O)c1ccccc1)Nc1ccccn1	i	0.85
116	O=C(NNC(=S)NC(=O)c1cccnc1)c1ccc(Cl)cc1	i	-0.75
117	CC(C)N(Cc1ccccc1)C(=O)c1cnc2n(c1=O)CCS2	i	-1.1
118	CCOc1ccc(S(=O)(=O)NCCC(=O)OCN2C(=O)c3ccccc3C2=O)cc1	i	-0.23
119	CC(C)NC(=O)c1sc2nc3c(c(-c4cccs4)c2c1N)CN(C)CC3	i	0.71
